FLuc act counter – FLuc activators, initial screening, artefact control for FLuc-dependent activation tests, biochemical, ATPlite luminescence. ATPlite luciferase biochemical, 10 min; 0 = ATP-free wells, 1 = DMSO control. Luciferin 4-monooxygenase (Photinus pyralis), P08659. activation factor at 10 µM. 200,000 tested, under 10 active;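 active = luciferase activation factor, scaled between plate controls, of at least 2 with compound at 10 µM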
Target sequence (P08659 whole entry, looked up): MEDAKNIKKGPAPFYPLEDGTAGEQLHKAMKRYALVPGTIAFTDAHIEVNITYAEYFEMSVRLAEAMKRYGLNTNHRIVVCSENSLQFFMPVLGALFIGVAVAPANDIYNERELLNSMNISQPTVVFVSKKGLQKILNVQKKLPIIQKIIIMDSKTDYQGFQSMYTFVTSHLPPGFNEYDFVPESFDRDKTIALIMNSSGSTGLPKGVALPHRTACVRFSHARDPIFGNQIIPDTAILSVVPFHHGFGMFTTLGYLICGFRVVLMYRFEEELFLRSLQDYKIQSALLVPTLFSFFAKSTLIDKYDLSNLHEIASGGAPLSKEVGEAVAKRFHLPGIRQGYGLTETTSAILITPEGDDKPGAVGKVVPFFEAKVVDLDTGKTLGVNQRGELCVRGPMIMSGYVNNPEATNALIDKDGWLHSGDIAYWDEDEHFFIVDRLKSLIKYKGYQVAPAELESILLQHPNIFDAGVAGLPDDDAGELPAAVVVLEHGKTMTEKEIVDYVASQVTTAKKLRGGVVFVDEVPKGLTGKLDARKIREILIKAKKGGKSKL
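Material: luciferase plus luciferin reagent, cell-free. Medium: PBS buffer for ATP. Also added: ATP substrate, dispensed from a 10.24 µM working solution in PBS. Doses: test compounds dosed from 2 mM stocks in 100% DMSO. Incubation: 10 min post-reagent at room temperature. Technique: light output (luminescence). Read-out basis: luminescence gain marking luciferase activators.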
bIAP activator – bovine intestinal alkaline phosphatase activators, primary screen, biochemical, bovine IAP, CDP-star luminescence. activation factor at 20 µM. purified bovine IAP, 30 min; stronger effect = higher value; fold of DMSO-control signal, blank-subtracted. alkaline phosphatase, intestinal [Bos taurus]. 200,000 tested, 0.17% active;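 active = activation factor of 2 or more at 20 µM, a signal rise over negative controls twice the positive control's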
TNAP inh no acc – human TNAP enzyme inhibitors, primary screen, biochemical, luminescent, no phosphate acceptor, uHTS; Alkaline phosphatase, tissue-nonspecific isozyme (Homo sapiens), P05186; purified TNAP, CDP-star luminescence, 30 min; inhibition, % at 20 µM; 200,000 tested, 0.26% active; AID 1012, 2008;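 active = tissue-nonspecific alkaline phosphatase inhibition above about 50% at 20 µM in the single-dose screen, limit read from the data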;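 note: 0% = DMSO negative control and 100% = EDTA positive control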
Target sequence (P05186 whole entry, looked up): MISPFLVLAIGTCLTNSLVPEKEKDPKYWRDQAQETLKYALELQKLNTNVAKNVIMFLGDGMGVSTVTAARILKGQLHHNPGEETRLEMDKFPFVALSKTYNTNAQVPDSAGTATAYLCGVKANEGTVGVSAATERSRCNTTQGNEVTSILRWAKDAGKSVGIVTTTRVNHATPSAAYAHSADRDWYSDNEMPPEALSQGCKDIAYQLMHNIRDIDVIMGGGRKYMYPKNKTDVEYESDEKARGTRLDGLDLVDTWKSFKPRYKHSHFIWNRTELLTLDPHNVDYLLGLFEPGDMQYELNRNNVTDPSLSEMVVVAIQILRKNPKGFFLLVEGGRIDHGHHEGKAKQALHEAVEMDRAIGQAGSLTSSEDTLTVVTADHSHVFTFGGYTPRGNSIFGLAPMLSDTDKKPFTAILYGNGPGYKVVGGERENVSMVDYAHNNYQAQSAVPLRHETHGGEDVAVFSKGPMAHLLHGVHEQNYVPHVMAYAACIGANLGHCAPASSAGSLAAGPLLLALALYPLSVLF
TNAP act hi DEA – TNAP activators at high phosphate acceptor level, primary screen, biochemical, luminescence, uHTS; Alkaline phosphatase, tissue-nonspecific isozyme (Homo sapiens), P05186; purified TNAP, CDP-star luminescence, 1 M DEA, 30 min; stronger effect = higher value; 0 = EDTA background, 1 = DMSO-only activity; activation factor at 20 µM; 200,000 tested, under 10 active;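 active = activation factor at least 2 at 20 µM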
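Test system – human TNAP · Doses – 20 µM single point · Incubation – 30 min, room temperature · Signal – luminescent substrate turnover signal · Read-out basis – activation factor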
bIAP inhibitor – bovine intestinal alkaline phosphatase inhibitors, primary screen, selectivity assay for TNAP inhibitor project, biochemical, bovine IAP, CDP-star luminescence; purified bovine IAP, 30 min; alkaline phosphatase, intestinal [Bos taurus]; 190,000 tested, under 10 active; inhibition, % at 20 µM;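 active = over 50% inhibition of intestinal alkaline phosphatase at 20 µM in the single-dose screen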
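System: purified bovine intestinal alkaline phosphatase (IAP) enzyme; Input: IAP diluted 1/65,000,000 in the well; Measured by: CDP-star luminescence signal; Compound dosing: 20 µM single dose; Incubation: 30 min reaction at room temperature.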
APP transl inh – inhibitors of APP translation via 5'UTR reporter, primary screen, APP 5'UTR luciferase, SH-SY5Y cells; inhibition, % at 2 µM; 190,000 tested, 0.82% active; AID 1285, 2008; SH-SY5Y APP 5'UTR-luciferase reporter, luminescence;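 active = inhibition above a set limit, derived from the sample mean plus 3 SD, cut at about 45% in these data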; note: values of inactives mirror those of a sister screen read the other way
FLuc inh counter – firefly luciferase enzyme inhibitors, primary screen, artefact control for luciferase-based inhibitor screens, biochemical, luminescence, ATPLite | inhibition, % at 10 µM | Luciferin 4-monooxygenase (Photinus pyralis), P08659 | 200,000 tested, 1.5% active | 10 min | AID 1006, 2008;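 active = inhibition above about 50% when tested at 10 µM, limit read from the data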
RAM network inh – inhibitors of the yeast RAM network, primary screen, dse1pr::URA3 reporter, 5-FOA selection. inhibition, % at 50 µM. S. cerevisiae dse1pr::URA3 reporter, 5-FOA growth OD615, 2 d; analog-sensitive cbk1-as2 kinase mutant strain. AID 868, 2007. 190,000 tested, 1.8% active;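 active = inhibition above a set limit, 3 SD over mean compound inhibition, cut at about 8.4% in these data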;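 note: 0% = DMSO-only wells with no growth and 100% = 10 µM 1-NA-PP1 full growth; inhibition rescues growth on 5-FOA so higher OD means more RAM inhibition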
Lmaj promast – Leishmania major promastigote growth inhibition, primary screen; Leishmania major promastigotes, resazurin fluorescence viability; inhibition, % at 10 µM; 200,000 tested, 9% active; in the data active = inhibition above about 50%;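 note: promastigotes grown with compound for 44 hours at 28 °C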
TNAP inh hiacc – human TNAP enzyme inhibitors, primary screen, biochemical, luminescent, high phosphate acceptor level, uHTS | purified TNAP, CDP-star luminescence, 1 M DEA | inhibition, % at 20 µM | 200,000 tested, 0.03% active | AID 1135, 2008;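 active = over 50% inhibition of tissue-nonspecific alkaline phosphatase at 20 µM in the single-dose screen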;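 note: plate controls were DMSO wells for no effect and EDTA-quenched wells as full inhibition for full effect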
* hit, by the source's call.

SMILES	APP transl inh	bIAP inhibitor	TNAP act hi DEA	Lmaj promast	TNAP inh no acc	TNAP inh hiacc	FLuc act counter	FLuc inh counter	bIAP activator	RAM network inh
Cc1c(C(c2ccc(N(C)C)cc2)c2c(C)n(C)n(-c3ccccc3)c2=O)c(=O)n(-c2ccccc2)n1C	-18	2	0.6	-10	3	37	0.8	17	1	0.2
CCOC(=O)N1CCN(C(=O)CCc2ccc(S(=O)(=O)NCCc3ccccc3)cc2)CC1	-12	-14	1.1	1	-4	-12	1.2	-17	1.1	0.2
CCSCCC(NC1=CC(=O)CC(C)(C)C1)C(=O)O (stereo not given)	11	-4	1	0	-1	-4	1.1	-8	1	2.2
Cc1ccc(N(CC(=O)NCC2CCCO2)C(=O)CCC(=O)Nc2ccccn2)cc1 (stereo not given)	-10	-4	1	2	-6	-1	1.1	-8	1	-0.6
COc1ccc(S(=O)(=O)Nc2ccc(S(=O)(=O)Nc3ccc(F)cc3)cc2)cc1C	-12	4	1.1	8	-12	-6	1.1	-8	1	9.6*
CCOc1ccc(OCc2ccc(C(=O)NCc3cccnc3)o2)cc1	-7	7	1	19	-8	-2	1.1	-7	0.9	0.7
Cc1nc2ccccc2n1CC(=O)OCC(=O)Nc1ccc2c(c1)OCCO2	1	8	1	2	-7	-1	1	-1	0.9	1.9
Cc1onc(-c2ccccc2Cl)c1C(=O)Nc1ccccc1	19	4	1	-3	-5	1	1.1	-6	1	3.8
c1ccc(-c2cnc(-c3ccccc3)nc2)cc1	-79	9	1	13	4	1	0.3	66*	0.9	4.7
Cc1nn(-c2nc3ccccc3s2)c(N)c1Sc1ccc(F)cc1	-32	13	1.1	-4	-12	-7	1	1	0.9	4.3
O=c1cc(CSc2nnnn2-c2ccccc2)nc2nc[nH]n12	-5	7	1	-7	-7	0	1	-2	0.9	1.2
COc1ccc(-n2c(=O)c(NC(=O)c3ccccc3)c3n(c2=S)CCCCC3)cc1	6	-1	1	-3	-7	-4	1	-4	1	-0.1
NNC(=O)c1cn2ccccc2n1	-44	-1	1	-4	-5	-3	1	-3	1	1.1
COc1ccccc1NS(=O)(=O)c1cc(NC(=S)NCC2CCCO2)ccc1C (stereo not given)	2	-19	1	14	0	-2	1	-4	1.2	1.7
Cc1nn(C)c(Oc2ccccc2)c1CCNC(=O)CC(C)C	6	-7	1.1	-6	-9	-6	1.1	-5	1.1	-1.0
COc1ccccc1N1CCN(C(=O)CN2C(=O)c3cccc4cccc(c34)C2=O)CC1	-6	-24	1	-6	-4	-2	1	0	1.2	1.5
O=C(COc1ccc(Br)cc1)N1CCC(c2ccccc2)C1 (stereo not given)	-6	-4	1.1	-3	-10	-7	1	2	1	0.7
COc1ccc(C(=O)NC(=S)Nc2ccc3oc(=O)ccc3c2)cc1OC	41	2	1	-5	-6	-4	1.1	-6	1	4.2
CC(C)(C)NC(=O)/C=N/O	9	12	1	-3	-3	3	1	-3	0.9	1.2
CCOC(=O)/C=C1\SCC(=O)N1Cc1nnc(-c2ccccc2Br)o1	2	1	1	40	-5	-3	1.1	-5	1	1.8
COc1cccc(-c2c(C#N)c(N)nc3c2c(=O)nc2sccn23)c1	-4	9	1.1	-3	-19	-8	1.1	-9	0.9	0.4
COc1cc(N2CCCC2)c(OC)cc1/C=C1/NC(=S)NC1=O	23	9	0.7	96*	-5	25	1	0	0.9	4.9
O=C(NCCc1ccc2c(c1)OCCO2)c1cc2ccccc2o1	-6	21	1.1	4	-14	-7	1	-1	0.8	0.3
O=C(COC(=O)c1cccc(S(=O)(=O)N2CCOCC2)c1)Nc1nc(-c2ccccc2Cl)cs1	-40	5	1	24	-4	1	1	-3	0.9	3.8
COc1ccc(C(=O)c2sc3nc(-c4ccc(OC)cc4)ccc3c2N)cc1	-6	-10	0.9	-5	-7	8	1	-1	1.1	6.4
O=C(CCC(=O)CCN1CCCCC1)CCN1CCCCC1	1	-5	1	14	-15	-5	1.1	-9	1	0.5
COc1ccc(S(=O)(=O)N(C)CC(=O)Nc2ccc3c(c2)OCO3)cc1	11	29	1	-3	-9	-3	1	0	0.7	0.9
CSCCCNC(=O)c1ccc(OC2CCN(CCc3ccccc3)CC2)cc1	-11	-10	1	75*	-14	-4	0.8	18	1.1	2.7
CCN(CC)C(=O)CN1CCN(c2ncccn2)CC1	2	0	1	-5	-5	4	1	2	1	0.9
CNC(=S)NCc1ccc(OC)cc1	2	0	1	-5	-21	-1	1.1	-8	1	1.1

Some of the entries so far, with values under each structure:
Order of results: APP transl inh	bIAP inhibitor	TNAP act hi DEA	Lmaj promast	TNAP inh no acc	TNAP inh hiacc	FLuc act counter	FLuc inh counter	bIAP activator	RAM network inh
- COc1ccccc1NS(=O)(=O)c1cc(NC(=S)NCC2CCCO2)ccc1C (stereo not given)
→ 2	-19	1	14	0	-2	1	-4	1.2	1.7
- Cc1nn(C)c(Oc2ccccc2)c1CCNC(=O)CC(C)C
→ 6	-7	1.1	-6	-9	-6	1.1	-5	1.1	-1.0

The results go on.
SMILES	APP transl inh	bIAP inhibitor	TNAP act hi DEA	Lmaj promast	TNAP inh no acc	TNAP inh hiacc	FLuc act counter	FLuc inh counter	bIAP activator	RAM network inh
CC(c1ccccc1)N1CC(C(=O)N2CCN(c3ccccc3)CC2)CC1=O (stereo not given)	-3	1	1.1	-9	-21	-9	1.1	-8	1	1.2
COc1cccc(C(=O)N[C@@H](CCSC)c2nc3ccccc3[nH]2)c1	-1	-12	1	20	-23	-2	1	-3	1.1	1.5
O=C(c1noc2c1CCCC2)N1CCN(C(c2ccccc2)c2ccccc2)CC1	8	1	1	36	-5	2	1	-3	1	3.8
CNC(=O)c1ccc(Oc2ccc(C(=O)NC)cc2)cc1	2	12	1	-7	-11	-5	1	1	0.9	0.3
CCOC(=O)Cc1csc(NC(=S)NC(=O)c2ccc([N+](=O)[O-])cc2)n1	13	-8	1	75*	5	2	0.6	43	1.1	4.4
Cc1cc(N2CCCCC2)nc2c(C)cccc12	-28	-1	1	-4	-10	-4	1	-3	1	1.9
Cc1cc(NC(=O)CCC(=O)N(CC(=O)NCC2CCCO2)c2ccc3c(c2)OCCO3)no1 (stereo not given)	11	6	1	-10	-6	-5	1.1	-7	0.9	4.9
O=C(Cc1cccs1)OCC(=O)c1ccco1	-9	-2	1.1	-6	-15	-6	1	-1	1	1.8
O=C(N/N=C\c1cn(-c2ccccc2)nc1-c1ccccc1)c1ccc(Br)o1	-4	14	1	48	-4	-3	1	-1	0.9	1.1
O=C(COc1ccc(Cl)cc1)N1CCCC1	-12	7	1	-2	-7	0	1.1	-8	0.9	0.7
C=C(Br)Cn1cnc2ccccc21	-20	1	1	1	-9	-1	1	-2	1	1.1
CC(=O)c1cccc(NC(=O)CN2C(=S)NC(C)(C)CC2C)c1 (stereo not given)	-2	-10	1	-6	-7	2	1	-5	1.1	-0.1
COc1ccc(OC)c(S(=O)(=O)N(C(C)=O)c2ccc3oc(=O)sc3c2)c1	15	33	1	-11	17	3	1	-2	0.7	0.9
CC(=O)Nc1ccc(S(=O)(=O)N2CCN(c3ccccn3)CC2)cc1	-2	14	1	-3	-10	-2	1.1	-8	0.9	0.1
COC(=O)[C@H]1CCCN1C(=O)Nc1cccc(Oc2c(F)c(F)c(F)c(F)c2F)c1	-4	-4	1	38	-4	3	1.1	-5	1	0.1
COc1cc(CC(NC(C)=O)C(=O)NC2CCN(C(=O)c3cc(OC)c(OC)c(OC)c3)CC2)cc(OC)c1 (stereo not given)	12	-20	1	2	-8	-1	1	-4	1.2	0.7
Cc1ccc(S(=O)(=O)N(C)CC(=O)NCc2ccncc2)cc1	0	8	1	-3	-10	-4	1.1	-5	0.9	1.1
Cc1occc1-c1nnc(SCC(=O)c2cc3ccccc3oc2=O)o1	6	6	1	-12	-5	-4	1.1	-11	0.9	-0.9
NC(=O)NC(c1ccccc1)c1ccccc1	0	9	1	-2	-6	-2	1	0	0.9	2.2
CC(NC(=O)COc1ccccc1)C(=O)NC1=NCCS1 (stereo not given)	-4	-8	1	1	-7	-4	1.1	-5	1.1	1.6
Cc1ccc(Nc2ncnc3sc(C)c(C)c23)cc1C	22	11	1	23	-2	0	1	0	0.9	3.1
Cc1ccc(-c2cc(=O)c3cc(Cl)ccc3[nH]2)cc1	-138	-1	1.1	-3	-10	-5	0.4	57*	1	0.5
CC(C)=CCC(C)(C)C1OCCN1C(=O)c1ccccc1 (stereo not given)	7	4	1	18	2	0	1.1	-9	1	1.0
Cc1ccc(C(=O)N2CCN(C3c4cccc5cccc(c45)C3NS(=O)(=O)c3ccccc3)CC2)cc1 (stereo not given)	0	-6	1.1	50	-9	-6	1	-2	1.1	3.1
CCc1cccc2c(C(=O)CCl)c[nH]c12	12	14	1	58*	-8	-4	1.1	-7	0.9	0.4
O=C(CSC(=S)N1CCSCC1)c1ccccc1	-113	2	1	-13	-16	-3	0.3	68*	1	1.2
CCCCn1c(SCc2nc3ccccc3s2)nc2cc(S(N)(=O)=O)ccc21	-21	36	1.1	18	1	-6	1	-4	0.6	2.5
COc1ccc(Cl)cc1C(=O)CSc1nnnn1C1CCCCC1	0	6	1	9	4	0	1	-5	0.9	7.9
CCOc1ccc(N(CC(=O)NCC2CCCO2)S(=O)(=O)c2ccc(SC)cc2)cc1 (stereo not given)	-3	-2	1	27	-1	3	1	1	1	0.7
CCn1c2ccccc2c2nnc(SCC(=O)NC3CCS(=O)(=O)C3)nc21 (stereo not given)	-6	-2	1	1	-2	1	0.9	5	1	0.0
C#CCOC(=O)c1ccccc1C(=O)OCC#C	2	6	1.1	2	-14	-8	1.1	-6	0.9	1.2

Profiles, quoted from the list. Screens in order: APP transl inh	bIAP inhibitor	TNAP act hi DEA	Lmaj promast	TNAP inh no acc	TNAP inh hiacc	FLuc act counter	FLuc inh counter	bIAP activator	RAM network inh
Cc1ccc(S(=O)(=O)N(C)CC(=O)NCc2ccncc2)cc1 is listed as 0	8	1	-3	-10	-4	1.1	-5	0.9	1.1
O=C(COc1ccc(Cl)cc1)N1CCCC1 is listed as -12	7	1	-2	-7	0	1.1	-8	0.9	0.7

Assay outcomes deposited in PubChem BioAssay by several laboratories.
